# High-throughput results from PubChem.
# EBNA-1 inh: EBNA-1 DNA-binding inhibitors, primary screen, biochemical, fluorescence polarization | 300,000 tested, 0.34% active | inhibition, % at 14.8 µM; in the data active means inhibition above about 28%
# PAFAH1B3 FP inh: PAFAH1B3 enzyme inhibitors, primary screen, biochemical, fluorescence polarization, human; inhibition, % at 3.39 µM; AID 492972, 2010; Platelet-activating factor acetylhydrolase IB subunit alpha1 (Homo sapiens), Q15102; 340,000 tested, 0.28% active; recombinant PAFAH1B3, FP-rhodamine probe;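 active means inhibition above the screen-wide average of all tested compounds plus 3 SD, cut at about 25% in these data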;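 further: 0% = enzyme with DMSO only and 100% = wells lacking PAFAH1B3 protein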
# Target sequence (Q15102 whole entry, looked up): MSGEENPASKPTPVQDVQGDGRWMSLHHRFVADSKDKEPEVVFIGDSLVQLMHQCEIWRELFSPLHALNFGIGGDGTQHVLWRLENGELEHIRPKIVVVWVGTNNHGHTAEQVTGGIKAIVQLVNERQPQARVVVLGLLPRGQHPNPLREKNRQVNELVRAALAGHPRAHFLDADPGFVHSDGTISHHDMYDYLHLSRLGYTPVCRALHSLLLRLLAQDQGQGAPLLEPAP
# pPAFAH FP inh: pPAFAH enzyme inhibitors, primary screen, biochemical, fluorescence polarization, human. Platelet-activating factor acetylhydrolase (Homo sapiens), Q13093. recombinant pPAFAH, FP-rhodamine probe fluorescence polarization. inhibition, % at 3.39 µM. 330,000 tested, 1.5% active. AID 463082, 2010;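 active means inhibition above the mean inhibition across the screen plus 3 SD, cut at about 25% in these data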;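 further: inhibitors block binding of the rhodamine activity-based probe so polarization drops; 0% = enzyme with DMSO and 100% = wells lacking pPAFAH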
# Target sequence (Q13093 whole entry, looked up): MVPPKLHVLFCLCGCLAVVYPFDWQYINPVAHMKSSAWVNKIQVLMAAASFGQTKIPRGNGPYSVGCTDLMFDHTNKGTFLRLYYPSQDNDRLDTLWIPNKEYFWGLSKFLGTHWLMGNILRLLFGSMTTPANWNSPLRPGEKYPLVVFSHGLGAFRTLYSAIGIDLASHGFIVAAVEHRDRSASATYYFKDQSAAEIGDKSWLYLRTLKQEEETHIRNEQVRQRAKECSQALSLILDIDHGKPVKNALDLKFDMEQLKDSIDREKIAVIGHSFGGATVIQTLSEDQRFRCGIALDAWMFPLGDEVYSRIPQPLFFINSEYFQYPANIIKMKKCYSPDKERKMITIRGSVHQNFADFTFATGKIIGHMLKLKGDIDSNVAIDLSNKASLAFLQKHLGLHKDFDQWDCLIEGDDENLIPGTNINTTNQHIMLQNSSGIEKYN
# LYPLA1 inh: LYPLA1 inhibitors, primary screen, counter-screen for PME1 inhibitor project, biochemical, fluorescence polarization, FP-Rh probe ABPP | Acyl-protein thioesterase 1 (Homo sapiens), O75608 | recombinant LYPLA1 | inhibition, % at 5.9 µM | 320,000 tested, 0.16% active;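 active means inhibition above the mean of all tested compounds plus 3 SD, set per campaign, cut at about 14% in these data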;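 further: inhibitors block serine hydrolase probe labeling of LYPLA1 so polarization falls; 0% = enzyme with DMSO and 100% = wells lacking LYPLA1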
# LYPLA2 counter: LYPLA2 inhibitors, primary screen, counter-screen for PME1 inhibitor project, biochemical, fluorescence polarization, FP-Rh probe ABPP | recombinant LYPLA2 | Acyl-protein thioesterase 2 (Homo sapiens), O95372 | inhibition, % at 5.9 µM | 320,000 tested, 0.38% active;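 active means inhibition above the screen-wide mean plus 3 SD, limit set per campaign, cut at about 26% in these data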;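 further: 0% = LYPLA2 with DMSO and 100% = wells lacking LYPLA2 enzyme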
# PAFAH2 FP inh: PAFAH2 enzyme inhibitors, primary screen, biochemical, fluorescence polarization, human; Platelet-activating factor acetylhydrolase 2, cytoplasmic (Homo sapiens), Q99487; recombinant PAFAH2, FP-rhodamine activity probe; inhibition, % at 3.39 µM; 340,000 tested, 0.99% active; AID 492956, 2010;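 active means inhibition above the mean over all tested compounds plus 3 SD, cut at about 30% in these data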;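 further: inhibitors block probe labeling of enzyme so polarization drops; 0% = enzyme with DMSO and 100% = wells lacking PAFAH2 protein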
# PAFAH1B2 inh: PAFAH1B2 enzyme inhibitors, primary screen, biochemical, fluorescence polarization, human | Platelet-activating factor acetylhydrolase IB subunit alpha2 (Homo sapiens), P68402 | recombinant PAFAH1B2, FP-rhodamine activity probe | inhibition, % at 3.39 µM | 340,000 tested, 1.2% active | AID 492953, 2010;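 active means inhibition above the mean of all tested compounds plus 3 SD, cut at about 24% in these data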;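 further: 0% = enzyme with DMSO and 100% = wells lacking PAFAH1B2; many of its hits are not listed in these tables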
# ZTA counter: ZTA (EBV) inhibition in EBNA-1 counter-screen | 320,000 tested, 0.15% active | P03206 | ZTA-DNA binding, fluorescence polarization | inhibition, % at 11 µM; in the data active means inhibition above about 33%
# Target sequence (P03206 whole entry, looked up): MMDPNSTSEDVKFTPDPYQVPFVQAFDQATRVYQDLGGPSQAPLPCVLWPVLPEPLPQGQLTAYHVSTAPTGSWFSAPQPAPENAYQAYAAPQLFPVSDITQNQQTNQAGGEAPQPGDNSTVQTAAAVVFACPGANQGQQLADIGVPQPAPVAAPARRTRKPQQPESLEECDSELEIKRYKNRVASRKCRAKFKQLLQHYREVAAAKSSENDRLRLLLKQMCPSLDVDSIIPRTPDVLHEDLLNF
# PREPL inhibitor: PREPL enzyme inhibitors, primary screen, biochemical, fluorescence polarization. recombinant PREPL, fluorescence polarization activity-based probe. inhibition, % at 5.96 µM. 320,000 tested, 0.68% active. AID 2751, 2010; in the data active means inhibition above about 43%;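 further: 0% = enzyme with DMSO and 100% = wells lacking enzyme; many of its hits are not listed in these tables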
# * hit, by the source's call; / = no result given. Only part of the results is shown (hit frequency here may not be typical).
# Sequence of screens – EBNA-1 inh	PAFAH1B3 FP inh	pPAFAH FP inh	LYPLA1 inh	LYPLA2 counter	PAFAH2 FP inh	PAFAH1B2 inh	ZTA counter	PREPL inhibitor
1	COC/C=C1\CN2C3C[C@@H]1[C@H]1COC4=Nc5cc(OC)c(OC)c(OC)c5[C@@]43C[C@@H]12
    1	-7	4	5	13	0	4	-8	-1
2	C=C(C)[C@H]1CN[C@H](C(=O)O)[C@H]1CC(=O)O
    -16	-2	1	-1	2	3	-8	-23	6
3	Cn1ncnc2c(=O)n(C)c(=O)nc1-2
    1	75*	5	77*	96*	59*	51*	59*	44*
4	CCN(CC)C(=O)Cn1cc(C=C2C(=O)N(C)C(=O)N(C)C2=O)c2ccccc21
    3	10	3	-3	-5	-1	9	2	-2
5	C=Cn1ccnc1P(=S)(c1ccc(N(C)C)cc1)c1nccn1C=C
    -5	6	5	-3	-2	-5	2	12	8
6	CC12CCC3C(CC=C4CC(O)CCC43C)C1C/C(=C\c1cccc(F)c1)C2=O (stereo not given)
    6	-4	1	-4	-3	-9	-4	-12	-1
7	CCc1ccc(CNCCc2ccccc2F)cc1
    1	8	2	0	-6	2	-9	-12	-24
8	O=C1NC(=O)N(CCNc2ncc(C(F)(F)F)cc2Cl)C(=O)C1/C=N/OCc1c(F)cccc1Cl (stereo not given)
    3	9	8	-3	-3	1	4	0	1
9	COc1ccc2[nH]c3c(c2c1)CCN[C@H]3C
    23	2	4	-6	-4	-4	5	-4	49*
10	Cn1c(O)c(C=NCCCC(=O)O)c(=O)n(C)c1=O
    -15	1	4	5	6	-1	-2	3	-8
11	CC(=O)Nc1ccc(C2CN(C)CC2C(=O)c2ccc(Cl)cc2)cc1 (stereo not given)
    -2	9	-1	-4	3	4	-3	4	-19
12	Clc1ccccc1CN1CCNCC1
    -2	9	1	1	7	-8	8	-12	-4
13	COC(=O)[C@@]1(C#N)[C@@H]2C=CC(C(C)=O)=CN2[C@@H](C(N)=O)[C@@H]1c1ccc(F)cc1
    11	8	8	3	8	8	2	14	9
14	CCOP(=O)(OCC)C(c1ccccc1)N(C)C=O (stereo not given)
    -1	3	2	0	-2	5	-2	-22	-1
15	CCCNS(=O)(=O)c1ccc(OCC(=O)N2CCN(C)CC2)cc1
    10	-5	7	-1	2	0	-3	2	0
16	CCc1ccc(N2C(=O)NC(=O)/C(=C\C=C\c3ccco3)C2=O)cc1
    8	-2	23	-4	-12	16	1	29	-5
17	Cc1ccc(NC(=O)CN2C(=O)CN=C(c3ccccc3)c3cc(Cl)ccc32)cc1
    -6	8	6	-4	-2	-1	-4	-2	12
18	[N-]=[N+]=NCCN1CCC(O)CCC1=O (stereo not given)
    5	5	3	1	4	-1	-3	-10	3
19	O=C(C(=O)N1CCOCC1)c1cn(Cc2ccccc2)c2ccccc12
    12	6	1	-2	-1	2	0	13	43
20	CCCCSP1(=S)NCCCN1
    2	1	4	-2	-2	0	4	11	-8
21	CCOP(=O)(OCC)C(NC(=O)c1ccc(OC)cc1)C(Cl)(Cl)Cl (stereo not given)
    6	2	-3	-1	0	8	1	6	-1
22	Cc1ccc(OCC(=O)N2CCN(Cc3ccc([N+](=O)[O-])cc3)CC2)cc1
    -2	-7	7	6	23	5	2	-1	-6
23	Cc1cc(OC(C)C(=O)NCc2cccnc2)c2c3c(c(=O)oc2c1)CCC3 (stereo not given)
    -4	10	3	3	0	-8	-3	3	-1
24	O=C1CCCC2C3CCCN4CCCC(CN12)C34 (stereo not given)
    -4	6	6	4	5	-2	1	-6	2
25	O=S(=O)(c1ccc(F)cc1)N1CN2CCN(C2)C1
    -2	-3	4	1	-2	2	4	-16	5
26	COc1cccc(N2C(=O)CC(=O)NC2=O)c1
    0	-5	-5	-4	-2	-3	-3	-7	1
27	O=C1NC(=O)C(C(CC(=O)c2ccccc2)c2ccccc2)C(=O)N1 (stereo not given)
    1	6	0	-4	2	-4	1	-2	-8
28	CC1C(C)N1CC(O)Cn1ccnc1[N+](=O)[O-] (stereo not given)
    -2	6	5	-1	-5	-2	1	5	7
29	CC1CN(CCc2ccccc2)CC(C)O1 (stereo not given)
    -2	-1	1	-3	-7	-4	-2	-11	8
30	COc1ccc(OCC(=O)N2CCN(C(C)C)CC2)cc1
    -2	5	6	-2	3	-5	4	-2	2

# Following part.
# Sequence of screens – EBNA-1 inh	PAFAH1B3 FP inh	pPAFAH FP inh	LYPLA1 inh	LYPLA2 counter	PAFAH2 FP inh	PAFAH1B2 inh	ZTA counter	PREPL inhibitor
31	Cc1c(N=Nc2c(O)[nH]c(=S)[nH]c2=O)c(=O)n(-c2ccccc2)n1C
    -2	15	-5	-1	1	7	8	-16	1
32	CSc1nnc(OC(=O)N(C)C)n1-c1ccc(Cl)cc1
    11	1	4	-2	-2	-7	6	2	-1
33	CC/C(=N\Nc1ccccc1)c1c(O)n(-c2ccccc2)c(=O)[nH]c1=O
    -11	7	2	2	7	-1	-3	-18	8
34	CC[C@]12C=CCN3CCC4(c5cc(Br)c(OC)cc5N(C)C4[C@@](O)(C(=O)OC)[C@@H]1OC(C)=O)C32 (stereo not given in full)
    2	13	3	1	3	-1	4	4	1
35	CCCOc1ccc(C(=O)NC(=S)N2C[C@H]3C[C@H](C2)c2cccc(=O)n2C3)cc1
    1	-1	3	-2	0	1	-1	1	6
36	Cc1nn(Cc2ccccc2)c(Cl)c1C(=O)OCC(=O)NCC1CCCO1 (stereo not given)
    -5	10	1	0	4	8	1	3	11
37	CCn1cc(C(=O)c2ccccc2)c2ccccc21
    0	-3	4	-2	-4	-3	-2	8	-2
38	CN1C(=O)C(=Cc2cn(CC(=O)N3CCCCC3)c3ccccc23)C(=O)N(C)C1=O
    -3	5	4	3	-4	-6	3	7	-5
39	COC(=O)c1ccc(NC(=O)CSc2nc3ccc(N4C(=O)C5C6C=CC(C6)C5C4=O)cc3s2)cc1 (stereo not given)
    2	0	1	-14	-11	-3	-1	12	-5
40	Cc1nc(SCc2c(Cl)cccc2Cl)nc(OC(=O)N(C)C)c1C
    -2	5	0	-1	7	5	6	-1	6
41	O=c1[nH]c(=O)n(Cc2ccco2)c(O)c1C=NCc1ccc2c(c1)OCO2
    9	5	6	-2	-7	-1	1	7	15
42	CCCn1ncc(CN2CCCC(C(=O)c3cccc(OC)c3)C2)c1C (stereo not given)
    -3	2	0	0	0	14	2	4	5
43	COC(=O)C1=C(c2ccc(-c3ccccc3)c(F)c2)C[C@@H]2CC[C@H]1N2C(=O)N1CCC(O)CC1
    /	0	5	2	4	1	5	2	5
44	CC(C)CCNC(=O)c1cc(C(=O)c2cc(F)ccc2O)cn(CCC(C)C)c1=O
    0	5	2	-3	0	5	0	-4	-1
45	CC(C)[C@H]1C(=O)O[C@@H]2CCN3CC=C(COC(=O)[C@](C)(O)[C@]1(C)O)[C@H]23
    -11	1	3	3	5	-1	-1	-9	-5
46	Cn1c(O)c(C2=NN(C(=O)CCl)C(c3ccccc3)C2)c(=O)n(C)c1=O (stereo not given)
    7	5	4	1	3	4	1	-8	-2
47	Fc1ccc(CN2CCN(c3ccc(Cl)cc3)CC2)cc1
    2	-4	2	1	2	6	7	-6	17
48	CCCC(C)C1(CC)C(=O)NC(=O)N=C1N (stereo not given)
    9	6	0	0	5	-2	6	15	0
49	COC(=O)C1=C(c2ccc(Cl)c(C(F)(F)F)c2)C[C@@H]2CC[C@H]1N2C(=O)NCCOc1ccc(OC)cc1
    /	8	3	-3	1	6	8	6	7
50	O=C(COC(=O)Cc1ccccc1)Nc1ccc(SC(F)F)cc1
    -10	18	36*	1	6	2	2	-14	-7
51	Cc1ccc(NC(=S)NCCc2cnc[nH]2)cc1C
    -19	-3	-2	5	-6	-4	-2	-11	3
52	CN1C(=O)N(C)C(=O)C2(Cc3cc(N)ccc3N3CCN(c4ccccc4F)CC32)C1=O (stereo not given)
    16	/	17	1	3	/	/	23	30
53	Cc1ccc2c(c1)C1CN(C)CCC1N2C(=O)CCCN1C(=O)c2cccc3cccc(c23)C1=O (stereo not given)
    0	-2	-1	2	-4	-6	0	1	17
54	Cc1ccc(C(=O)Nc2ccc(-n3ccnc3P(=O)(O)c3ccccc3)cc2)cc1
    -3	-2	4	0	1	5	0	-1	-5
55	CCCCSC1=NN1c1nc(N)nc(C)c1CC
    10	0	-3	-2	-1	1	2	9	-2
56	COc1ccccc1CCNC1CCC(C(C)(C)C)CC1 (stereo not given)
    -7	6	0	4	-2	-4	0	-14	6
57	O=C(N=Nc1c(O)[nH]c(=O)[nH]c1=O)C1COc2cc3ccccc3cc2O1 (stereo not given)
    -2	/	-1	3	4	/	/	-16	-4
58	Cc1cc(O)c(CN2CCN(c3ccccc3)CC2)cc1C
    -6	9	1	2	6	0	-1	-19	9
59	CCCCCn1c(NC(=O)c2ccco2)c(C(=O)OCC)c2nc3ccccc3nc21
    11	55*	8	-5	-4	3	23	14	3
60	Cc1ccc(/C=C2\C(=O)NC(=S)N(c3cccc(F)c3)C2=O)o1
    11	0	29*	-11	-6	14	4	18	-6
61	N#CCCn1cc(C(=O)Nc2ccc([N+](=O)[O-])cc2)c(-c2ccccc2)n1
    8	3	3	-1	-3	0	-3	0	12

# A stretch from further up, as a working copy:
# Sequence of screens – EBNA-1 inh	PAFAH1B3 FP inh	pPAFAH FP inh	LYPLA1 inh	LYPLA2 counter	PAFAH2 FP inh	PAFAH1B2 inh	ZTA counter	PREPL inhibitor
49	COC(=O)C1=C(c2ccc(Cl)c(C(F)(F)F)c2)C[C@@H]2CC[C@H]1N2C(=O)NCCOc1ccc(OC)cc1
    /	8	3	-3	1	6	8	6	7
50	O=C(COC(=O)Cc1ccccc1)Nc1ccc(SC(F)F)cc1
    -10	18	36*	1	6	2	2	-14	-7
51	Cc1ccc(NC(=S)NCCc2cnc[nH]2)cc1C
    -19	-3	-2	5	-6	-4	-2	-11	3
52	CN1C(=O)N(C)C(=O)C2(Cc3cc(N)ccc3N3CCN(c4ccccc4F)CC32)C1=O (stereo not given)
    16	/	17	1	3	/	/	23	30
53	Cc1ccc2c(c1)C1CN(C)CCC1N2C(=O)CCCN1C(=O)c2cccc3cccc(c23)C1=O (stereo not given)
    0	-2	-1	2	-4	-6	0	1	17
54	Cc1ccc(C(=O)Nc2ccc(-n3ccnc3P(=O)(O)c3ccccc3)cc2)cc1
    -3	-2	4	0	1	5	0	-1	-5
55	CCCCSC1=NN1c1nc(N)nc(C)c1CC
    10	0	-3	-2	-1	1	2	9	-2
56	COc1ccccc1CCNC1CCC(C(C)(C)C)CC1 (stereo not given)
    -7	6	0	4	-2	-4	0	-14	6
57	O=C(N=Nc1c(O)[nH]c(=O)[nH]c1=O)C1COc2cc3ccccc3cc2O1 (stereo not given)
    -2	/	-1	3	4	/	/	-16	-4
58	Cc1cc(O)c(CN2CCN(c3ccccc3)CC2)cc1C
    -6	9	1	2	6	0	-1	-19	9
59	CCCCCn1c(NC(=O)c2ccco2)c(C(=O)OCC)c2nc3ccccc3nc21
    11	55*	8	-5	-4	3	23	14	3
